TLR4-MyD88 BLA: TLR4-MyD88 interaction inhibition in cells | HeLa CL3-4 TLR4/MyD88 BLA complementation, FRET ratio | inhibition, % at 8.4 µM | 200,000 compounds, 0.18% hits; in the data active = inhibition above about 25%;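 also: 0% = vehicle and 100% = reference inhibitor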
PMI activator: activators of human phosphomannose isomerase. purified human PMI, coupled resazurin fluorescence, 20 min; active compounds read high; 1 = vehicle control, 0 substrate-free wells. activation factor at 20 µM. 190,000 compounds, 0.005% hits. AID 1214;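 active = activation factor of 2 or more at 20 µM, relative to plate controls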
Target sequence (P34949 whole entry, looked up): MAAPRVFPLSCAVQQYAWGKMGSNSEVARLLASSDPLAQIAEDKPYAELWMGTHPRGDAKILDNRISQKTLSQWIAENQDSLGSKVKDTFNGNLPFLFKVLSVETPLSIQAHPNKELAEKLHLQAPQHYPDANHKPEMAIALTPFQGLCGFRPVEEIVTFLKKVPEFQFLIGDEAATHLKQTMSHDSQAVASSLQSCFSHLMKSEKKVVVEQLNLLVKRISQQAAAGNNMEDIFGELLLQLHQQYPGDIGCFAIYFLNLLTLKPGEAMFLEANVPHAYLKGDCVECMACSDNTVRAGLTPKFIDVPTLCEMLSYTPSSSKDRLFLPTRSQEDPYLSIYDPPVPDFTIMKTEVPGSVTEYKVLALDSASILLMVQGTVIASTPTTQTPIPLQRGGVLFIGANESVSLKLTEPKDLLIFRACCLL
Diaphorase act: activates diaphorase or chemically reduces, flagging diaphorase assay artifacts; 190,000 compounds, 0.005% hits; Diaphorase/resazurin coupled assay, resorufin fluorescence, 16 min; active compounds read high; 1 = vehicle wells, 0 = NADH-free wells; activation factor at 20 µM;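 active = diaphorase activity raised at least twofold by the compound at 20 µM; inactive = activation factor below 2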
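Assay system: Purified diaphorase enzyme from Clostridium kluyveri | Amount: Enzyme 0.07 U/mL final | Dosing: Compound 20 µM once, DMSO 1% | Timing: 16 min reaction at room temperature | Detection: Fluorescence, excitation 544 nm and emission 590 nm | Evaluation: Higher resorufin formation from activation or reduction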
PMI act hi M6P: activators of human phosphomannose isomerase at near-saturating mannose 6-phosphate; P34949; coupled PMI enzyme assay, resazurin fluorescence, 20 min; active compounds read high; 1 = untreated enzyme, 0 = substrate-free blank; activation factor at 20 µM; 190,000 compounds, 0.34% hits;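 active = activation factor of 2 or more at 20 µM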
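Material: human phosphomannose isomerase with PGI, G6PDH, diaphorase coupling enzymes / Reagent: Man-6-P substrate 1.0 mM / Dosing: single compound dose of 20 µM, 1% DMSO final / Incubation: enzyme reaction with compound 20 min at room temperature / Signal: resorufin fluorescence (Ex 544/Em 590 nm) from resazurin via diaphorase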
G6PDH counter: L. mesenteroides G6PDH inhibition counter-screen | Purified L. mesenteroides G6PDH, diaphorase/resazurin coupled fluorescence, 45 min | inhibition, % at 5 µM | 200,000 compounds, 0.12% hits
Hsp70 act: switches on Hsp70 transcription. HeLa Hsp70 promoter luciferase reporter, luminescence; scaled: vehicle 0, proteasome-inhibitor control 100%. activation, % at 10 µM. 200,000 compounds, 0.04% hits;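 active = activation above the mean across all tested compounds plus 3 SD, cutoff set per campaign, cut at about 5.5% in these data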;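 also: 100% = MG132 at 30 µM as the positive control and 0% = DMSO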
S1P3 antagonist: blocks the human S1P3 receptor. CHO S1P3 NFAT-BLA reporter, FRET fluorescence, antagonist mode. 170,000 compounds, 0.27% hits. Q99500. AID 485. inhibition, % at 4.98 µM;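 active = inhibition above the plate cutoff, the mean inhibition of test wells on that plate plus 3 SD, cut at about 28% in these data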;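 also: cells challenged with S1P at its EC80 of 0.8 µM; blue over green emission ratio from cleaved BLA substrate after 4 h stimulation; 0% = S1P-stimulated wells and 100% = unstimulated DMSO-only wells; some compounds past the cut are filed as inactive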
Target sequence (Q99500 whole entry, looked up): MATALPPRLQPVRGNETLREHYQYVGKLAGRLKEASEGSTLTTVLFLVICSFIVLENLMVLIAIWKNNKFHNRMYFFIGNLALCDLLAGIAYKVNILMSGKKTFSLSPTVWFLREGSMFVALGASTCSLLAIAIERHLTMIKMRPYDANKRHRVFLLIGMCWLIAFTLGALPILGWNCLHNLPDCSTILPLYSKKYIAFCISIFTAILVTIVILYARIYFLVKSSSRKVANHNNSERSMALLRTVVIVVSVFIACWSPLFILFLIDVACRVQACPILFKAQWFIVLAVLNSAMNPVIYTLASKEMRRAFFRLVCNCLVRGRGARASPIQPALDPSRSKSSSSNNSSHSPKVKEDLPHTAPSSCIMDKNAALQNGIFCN
Diaphorase inh: counter-screen for diaphorase-based assays: diaphorase inhibitors and chemical oxidizers. diaphorase resazurin-to-resorufin fluorescence, NADH, 16 min; bacterial (C. kluyveri) enzyme, not human. inhibition, % at 20 µM. AID 1217. 190,000 compounds, 0.69% hits;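 active = primary screen inhibition at 20 µM above a set limit, cut at about 50% in these data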;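 also: plate controls were DMSO with full reaction for no effect and wells lacking NADH for full effect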
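Assay system – diaphorase enzyme from Clostridium kluyveri · Amount – diaphorase 0.14 U/mL (working solution) · Times – reaction incubation of 16 min at room temperature · Controls – No-NADH positive control and DMSO neutral control · Signal – resorufin fluorescence 544/590 nm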
RAM inhibit: blocks the yeast RAM network; 190,000 compounds, 1.8% hits; S. cerevisiae dse1pr::URA3 reporter, 5-FOA growth OD615, 2 d; analog-sensitive cbk1-as2 kinase mutant strain; inhibition, % at 50 µM;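 active = inhibition above a set limit, 3 SD over mean compound inhibition, cut at about 8.4% in these data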;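 also: 0% = DMSO-only wells with no growth and 100% = 10 µM 1-NA-PP1 full growth; inhibition rescues growth on 5-FOA so higher OD means more RAM inhibition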
Lmaj promast: Leishmania major promastigote growth inhibition; Leishmania major promastigotes, resazurin fluorescence viability; inhibition, % at 10 µM; 200,000 compounds, 9% hits;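 also: promastigotes grown with compound for 44 hours at 28 °C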
DTT redox prof: compounds producing H2O2 with reducing agent – biochemical, NIH compound library profiling, artefact control for MLSCN library redox annotation, primary screen; DTT-dependent redox cycling H2O2, phenol red/HRP absorbance; 100% = 100 µM peroxide control, 0% = buffer; activation, % at 10 µM; 200,000 compounds, 0.03% hits; AID 878;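 active = activation of at least 50% relative to the plate's high and low controls in the primary single-dose screen; inactive = activation below 50%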;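 also: compound incubated with DTT at 0.8 mM final as the reducing agent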
An asterisk follows results filed as active; / = no result given. Rule as the data show it, unless noted: active = inhibition above about 50%; inactive = the rest.

1: Cc1cc(C)cc(C(=O)NN2CCN(C)CC2)c1
2: Cc1c(C#N)c(N=CN(C)C)c(C(=O)c2ccccc2)n1-c1ccc(Br)cc1
3: COc1ccc(Cl)cc1NC(=O)/C=C\C(=O)O
4: COc1ccc(S(=O)(=O)N(CC(=O)O)c2ccccn2)cc1
5: COc1ccc(CCN(Cc2nc(-c3ccccc3)no2)Cc2nc(-c3ccccc3)no2)cc1OC
6: CC(C)(C)n1nnnc1C(c1cccs1)N(Cc1ccccc1)Cc1cccnc1 (stereo unspecified)
Compound,1,2,3,4,5,6
TLR4-MyD88 BLA,0,-17,4,7,-8,-11
PMI activator,1.1,1,1.1,1.1,1,0.9
Diaphorase act,1,0.9,1,1,1,0.8
PMI act hi M6P,1.1,1,1.1,1.1,1,0.9
G6PDH counter,1,0,1,0,4,-22
Hsp70 act,0.2,-0.1,-0.3,0.2,0.0,-0.4
S1P3 antagonist,-31,/,/,/,-27,-19
Diaphorase inh,-1,8,3,-5,4,22
RAM inhibit,0.3,0.1,2.4,-0.1,9.0*,2.1
Lmaj promast,-2,-4,-2,-3,-4,99*
DTT redox prof,-1.5,-0.1,-0.2,0.4,-0.1,1.9

The list goes on, overlapping the part above by three compounds.
4: COc1ccc(S(=O)(=O)N(CC(=O)O)c2ccccn2)cc1
5: COc1ccc(CCN(Cc2nc(-c3ccccc3)no2)Cc2nc(-c3ccccc3)no2)cc1OC
6: CC(C)(C)n1nnnc1C(c1cccs1)N(Cc1ccccc1)Cc1cccnc1 (stereo unspecified)
7: COc1ccc(OC)c2c1nc1n2CCS1
8: O=C(CCSc1ccccc1)Nc1nnc(-c2ccccc2)o1
9: COc1ccc(NC2SC(=O)N(C)C2=O)cc1 (stereo unspecified)
10: Cc1cc(-c2ccc(Cl)cc2)n2nc(N)nc2n1
11: CCOc1ccccc1N1CCN(Cc2ccc(OC)c(OC)c2OC)CC1
12: CCCN1CCN(S(=O)(=O)c2ccc(OC)c(Br)c2)CC1
Compound,4,5,6,7,8,9,10,11,12
TLR4-MyD88 BLA,7,-8,-11,13,7,0,-8,0,2
PMI activator,1.1,1,0.9,1,1,/,0.9,1.2,1
Diaphorase act,1,1,0.8,1,0.9,/,0.9,1.1,1
PMI act hi M6P,1.1,1,0.9,0.9,1,/,1,1.3,1.1
G6PDH counter,0,4,-22,7,-1,3,14,-1,8
Hsp70 act,0.2,0.0,-0.4,-0.5,0.0,-0.1,0.0,-0.4,-0.1
S1P3 antagonist,/,-27,-19,1,-9,-19,-8,23,/
Diaphorase inh,-5,4,22,3,9,/,9,-8,1
RAM inhibit,-0.1,9.0*,2.1,0.8,3.0,0.1,0.0,0.2,3.0
Lmaj promast,-3,-4,99*,35,-3,-1,-1,4,96*
DTT redox prof,0.4,-0.1,1.9,0.3,-0.8,0.1,0.6,0.0,1.1

13: O=C(Nc1c(-c2ccccc2)nc2ccccn12)c1ccco1
14: COc1ccccc1NC(=S)NCCN1CCOCC1
15: COc1ccc(C(=O)N2CC=C(c3ccccc3)CC2)cc1S(=O)(=O)N1CCOCC1
16: O=C(CSc1ncnc2nc[nH]c12)c1ccccc1
17: CCCCCc1nnc(NC(=O)C2COc3ccccc3O2)s1 (stereo unspecified)
18: O=C(c1ccc(N2CCN(S(=O)(=O)c3ccccc3)CC2)c([N+](=O)[O-])c1)N1CCOCC1
Compound,13,14,15,16,17,18
TLR4-MyD88 BLA,-5,15,9,0,-2,-9
PMI activator,0.9,1.1,1,1,1,1
Diaphorase act,1,0.9,0.9,1,1,0.9
PMI act hi M6P,0.9,1,0.9,1.1,1,1
G6PDH counter,-19,1,0,26,15,5
Hsp70 act,-0.3,-0.1,0.0,0.0,-0.2,-0.5
S1P3 antagonist,10,10,-4,/,2,-22
Diaphorase inh,5,5,9,-3,-2,8
RAM inhibit,1.2,0.0,0.4,0.6,2.9,-0.5
Lmaj promast,-1,16,2,-5,-2,23
DTT redox prof,1.9,-0.6,-1.2,1.5,0.0,-0.1

19: O=C(NCCCN1CCOCC1)c1cccc(S(=O)(=O)N2CCc3ccccc3C2)c1
20: CCCC1C(=O)N(c2ccccc2)C1c1ccccc1 (stereo unspecified)
21: Cc1nc(C)c(Cc2ccccc2Cl)c(=O)[nH]1
22: COc1ccccc1NC(=O)N1CCN(c2ncccn2)CC1
23: Cc1sc2ncn(CC(=O)OC(C)C(=O)NC(C)(C)C)c(=O)c2c1C (stereo unspecified)
24: COC(=O)c1cc(-c2ccc(Cl)cc2Cl)n[nH]1
Compound,19,20,21,22,23,24
TLR4-MyD88 BLA,12,5,-1,-1,-2,-3
PMI activator,1,0.9,0.9,0.9,1,0.9
Diaphorase act,1,0.9,0.9,0.9,1,0.9
PMI act hi M6P,0.9,0.9,1,0.9,1.1,0.9
G6PDH counter,18,2,3,-5,8,1
Hsp70 act,-0.3,-0.2,0.0,-0.2,0.4,0.3
S1P3 antagonist,-17,/,-17,-6,/,2
Diaphorase inh,0,6,12,11,-2,14
RAM inhibit,0.6,2.5,0.4,0.0,-0.9,2.3
Lmaj promast,-2,-4,8,3,10,-4
DTT redox prof,-0.2,-3.8,-0.1,3.2,0.1,-1.4

25: FC(F)(F)c1cccc(N2CCN(c3nnnn3-c3ccccc3)CC2)c1
26: CCOC(=O)COc1cc(=O)n(CC)c2ccccc12
27: COc1ccc(OC)c(CNc2nc3ccccc3n2CCN2CCCCC2)c1
28: CC(C)CNC(=O)c1ccc(NC(=O)c2ccccc2[N+](=O)[O-])cc1
29: O=C(NCCOC(=O)C1COc2ccccc2O1)c1cccnc1 (stereo unspecified)
30: CNC(=S)N(Cc1ccc2c(c1)OCO2)C1CC(=O)N(c2ccccc2)C1=O (stereo unspecified)
Compound,25,26,27,28,29,30
TLR4-MyD88 BLA,-2,5,1,9,0,-16
PMI activator,0.8,1,1,0.9,1.1,0.9
Diaphorase act,0.7,0.8,1,0.8,0.9,0.8
PMI act hi M6P,0.8,1,1,0.9,1.1,1
G6PDH counter,-22,4,4,-1,11,7
Hsp70 act,-0.2,0.0,0.0,-0.3,-0.2,-0.2
S1P3 antagonist,23,-24,12,7,-10,-1
Diaphorase inh,32,15,2,18,10,22
RAM inhibit,4.7,0.5,1.5,2.4,1.8,3.6
Lmaj promast,2,-9,67*,40,12,-2
DTT redox prof,2.5,1.8,0.2,/,1.9,-0.7

31: Cc1cc(C)n(CC(C)Nc2nc3nonc3nc2N2CCCCC2)n1 (stereo unspecified)
32: CCCC(=O)C1=C(O)C(C(=O)OC)C(C)(C)CC1=Nc1ccccc1 (stereo unspecified)
33: COc1ccccc1N1CCN(C(=O)Nc2cccc(C)c2)CC1
34: CCOc1cc(C(=O)OCC(=O)Nc2cc(C)on2)ccc1OCC(C)C
35: CN1C(=O)C(O)(CC(=O)c2cccc(-n3cccc3)c2)c2ccccc21 (stereo unspecified)
36: CN(C)C(CNC(=S)Nc1ccccc1Cl)c1cccnc1 (stereo unspecified)
Compound,31,32,33,34,35,36
TLR4-MyD88 BLA,1,1,3,3,-7,-14
PMI activator,0.9,0.9,0.9,1.1,1,1
Diaphorase act,1,0.9,0.9,1.2,0.9,1
PMI act hi M6P,1,1,1,1,1.1,1
G6PDH counter,1,3,0,7,18,3
Hsp70 act,-0.1,-0.5,0.2,-0.2,-0.1,-0.2
S1P3 antagonist,-19,/,-14,10,-2,-8
Diaphorase inh,2,9,14,-17,8,4
RAM inhibit,1.1,0.0,0.6,2.4,0.7,-1.0
Lmaj promast,-2,3,-1,0,10,4
DTT redox prof,-0.6,-0.1,-0.9,-0.6,1.0,-0.1

37: CC1CN(C(=O)COC(=O)c2nn(-c3ccccc3)c(=O)c3ccccc23)CC(C)O1 (stereo unspecified)
38: COc1ccc(N2CCN(CC(O)COc3ccc([N+](=O)[O-])cc3)CC2)cc1 (stereo unspecified)
39: Cc1cc(C(=O)OCC(=O)Nc2nc(-c3ccccc3)cs2)c(C)o1
40: COc1ccccc1OCCCCCc1c(C)n[nH]c1C
41: CCOCCCNC(=O)C(c1ccc(OC)cc1)N(Cc1ccc2c(c1)OCO2)C(=O)c1ccccn1 (stereo unspecified)
42: Cc1ccc2c(c1)C(c1ccncc1)=NNC(c1ccc(F)cc1)=N2
Compound,37,38,39,40,41,42
TLR4-MyD88 BLA,-1,-5,-10,-4,3,0
PMI activator,1,1.1,1,1.2,1.1,1
Diaphorase act,0.9,0.9,1,0.9,1.1,1
PMI act hi M6P,0.9,1.1,1,1.8,1.1,0.9
G6PDH counter,3,11,-1,10,4,-6
Hsp70 act,-0.3,-0.1,-0.2,-0.5,0.0,-0.1
S1P3 antagonist,0,-8,9,17,-4,-13
Diaphorase inh,9,11,-2,13,-7,-1
RAM inhibit,-0.4,0.8,2.3,1.1,0.9,4.7
Lmaj promast,-5,-5,49,1,0,14
DTT redox prof,-0.8,0.0,-2.1,0.8,-0.5,-0.6

43: O=C(CNC1C(=O)Nc2ccccc21)Sc1ccccc1 (stereo unspecified)
44: Fc1cccc(Cl)c1Cn1nnc2c(NCc3ccccn3)ncnc21
45: CC(C)c1nnc(N2C(=O)C(O)=C(C(=O)c3cccs3)C2c2ccccc2)s1 (stereo unspecified)
46: CC1CCC(N(CCCN)Cc2ccco2)CC1C (stereo unspecified)
47: Cc1cccc(N2C(S)=C(C#N)C(=O)NC2c2ccco2)c1 (stereo unspecified)
48: COC(=O)[C@@]1(Cc2ccc(F)cc2)[C@H]2c3cc(C(=O)N4CCCC4)n(CCc4c[nH]c5ccc(OC)cc45)c3C[C@H]2CN1C(=O)c1ccccc1
49: CCCC(=O)Nc1sc(C(=O)OC)c(C)c1C(N)=O
50: C(=C\c1ccccc1)/CSc1nnc(-c2cnccn2)n1Cc1ccco1
Compound,43,44,45,46,47,48,49,50
TLR4-MyD88 BLA,9,-1,-3,-14,-12,-8,-9,10
PMI activator,1.1,1.2,1.2,1.1,/,0.9,0.8,1.1
Diaphorase act,1.1,1,0.8,1.1,/,0.7,0.9,0.8
PMI act hi M6P,1.1,1.1,1.6,1.1,/,0.9,1,1.1
G6PDH counter,0,1,0,0,2,17,-1,0
Hsp70 act,-0.7,-0.2,0.1,-0.3,-0.2,-0.3,-0.5,-0.1
S1P3 antagonist,/,35,4,-4,-8,-12,2,-20
Diaphorase inh,-7,0,22,-11,/,28,13,17
RAM inhibit,-0.2,1.7,5.1,0.8,-0.6,5.1,0.3,3.5
Lmaj promast,4,4,-5,22,-6,79*,3,100*
DTT redox prof,-0.7,2.6,0.6,7.7,-0.5,1.5,1.5,2.0

From PubChem BioAssay
